Source: PubChem BioAssay
PKA-R1A activ: activates the PKA-R1A holoenzyme complex; PKA-R1A dissociation, Cy5-IP20 fluorescence polarization; scaled: DMSO 0%, 113 µM cGMP 100%; P00514+P68181; AID 504707; activation, % at 11.4 µM; actives 0.083% (n = 340,000);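 active means percent activation above the mean of all tested compounds plus 3 SD, cut at about 19% in these data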;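 further: higher means more PKAc released from R1A so a rise in polarization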
phage Ecoli inh: E. coli growth loss with phage present; actives 0.26% (n = 360,000); inhibition, % at 11.9 µM; growth absorbance; in the data active means inhibition above about 11%
Mot1-301 SUMO: blocks SUMOylation pathway, rescuing yeast Mot1-301 growth. S. cerevisiae Mot1-301 growth rescue, ATP luminescence, 38.5C; percent above DMSO median, 100 means doubled. growth rescue, % at 18.8 µM. actives 1% (n = 320,000);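 active means every valid replicate shows activation above 250% relative to neutral control wells; inactive means the rest, any valid replicate at or below 250%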;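 further: OY570 slx delta 5 strain wells were the positive control but not used for scaling; some compounds called inactive have numbers as strong as hits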
HTR5A inv ctr: counter-screen for OPRM1-OPRD1 inverse agonists: human HTR5A inverse agonism | HTR5A cell line, luminescence | inhibition, % at 9.3 µM | actives 0.083% (n = 340,000) | AID 504634; in the data active means inhibition mostly above about 23%, no sharp cut-off; inactive means mostly below about 18%;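 further: 0% = cells with DMSO and 100% = no-cell wells with DMSO; some compounds called inactive have numbers as strong as hits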
DAGLB inh: diacylglycerol lipase beta (human) inhibition; Q8NCG7; HEK293T DAGLB membrane lysate, EnzChek fluorogenic substrate; inhibition, % at 5.17 µM; actives 0.059% (n = 340,000); AID 504411; in the data active means inhibition above about 34%;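 further: 0% = enzyme with vehicle and 100% = wells lacking enzyme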
Target sequence (Q8NCG7 whole entry, looked up): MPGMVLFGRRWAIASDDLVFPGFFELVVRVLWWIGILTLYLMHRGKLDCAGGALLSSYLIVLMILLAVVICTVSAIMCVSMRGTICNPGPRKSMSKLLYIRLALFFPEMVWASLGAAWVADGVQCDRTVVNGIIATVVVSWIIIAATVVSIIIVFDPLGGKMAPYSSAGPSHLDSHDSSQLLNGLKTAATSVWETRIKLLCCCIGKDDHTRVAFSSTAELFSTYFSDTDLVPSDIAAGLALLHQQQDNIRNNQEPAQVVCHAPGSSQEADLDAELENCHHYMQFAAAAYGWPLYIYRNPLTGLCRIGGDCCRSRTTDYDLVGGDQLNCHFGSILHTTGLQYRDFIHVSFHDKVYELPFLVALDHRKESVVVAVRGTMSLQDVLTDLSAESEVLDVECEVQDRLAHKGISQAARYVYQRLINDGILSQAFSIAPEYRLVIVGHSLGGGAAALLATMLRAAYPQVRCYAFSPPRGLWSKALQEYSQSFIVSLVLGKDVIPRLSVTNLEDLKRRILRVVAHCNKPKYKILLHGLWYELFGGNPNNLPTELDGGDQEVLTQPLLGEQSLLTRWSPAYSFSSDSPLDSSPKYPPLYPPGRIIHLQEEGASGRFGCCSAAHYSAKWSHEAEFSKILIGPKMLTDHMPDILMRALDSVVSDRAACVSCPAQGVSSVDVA
E coli growth: bacterial growth inhibition, counter-screen for AddAB inhibitors. E. coli V3065 growth, OD600 absorbance, 18 h. inhibition, % at 11.9 µM. actives 0.27% (n = 330,000);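 active means inhibition above the campaign's mean inhibition across all tested compounds plus 3 SD, cut at about 9.9% in these data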;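 further: uninfected addAB+ strain grown without phage in ampicillin broth; 0% = DMSO wells and 100% = ciprofloxacin 0.95 µg/ml wells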
CDK5 inh: inhibitors of human CDK5/p35 kinase; Q00535+Q15078; Recombinant CDK5/p35, ADP-Glo luminescence, 60 min; inhibition, % at 10 µM; actives 0.01% (n = 330,000);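 active means highest replicate inhibition of at least 50% and at least 75% of replicates reaching 50%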;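 further: plate controls were DMSO neutral control for no effect and GW8510 at 10 µM for full effect; many of its hits are not listed in these tables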
Tat transport: blocks Tat-dependent protein export in E. coli; E. coli MC4100 TorA-mCherry Tat export, fluorescence; inhibition, % at 10 µM; actives 0.036% (n = 340,000);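 active means mean replicate inhibition at least 50% and at least half of replicates individually reaching 50%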;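 further: exported cargo escapes ClpAP degradation while cytoplasmic cargo is degraded and loses fluorescence; 0% = median of neutral control wells and 100% = median of NaSCN control wells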
HTR5A ag ctr: counter-screen for OPRM1-OPRD1 agonists: human HTR5A agonism. HTR5A agonist assay, luminescence, cell-based. activation, % at 9.3 µM. P47898. actives 0.61% (n = 340,000). AID 504692; in the data active means activation mostly above about 9.5%, no sharp cut-off; inactive means mostly below about 7.6%;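 further: 0% = cells with vehicle only and 100% = reference agonist; strong numbers were not always called active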
PKA-R2B act: activates the human PKA-R2B holoenzyme complex; P22694+P31323; PKA-R2B holoenzyme dissociation, Cy5-IP20 fluorescence polarization; R2B truncated from residue 108, S112A mutant; 0% DMSO only, 100% 113 µM cGMP; activation, % at 11.4 µM; actives 0.079% (n = 340,000); AID 504700;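 active means activation above a cutoff set at the mean over all compounds plus 3 SD, cut at about 18% in these data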;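 further: higher means more holoenzyme dissociation and a rise in polarization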
Target sequence (P31323 whole entry, looked up, other chains not shown, the tested form may be a part): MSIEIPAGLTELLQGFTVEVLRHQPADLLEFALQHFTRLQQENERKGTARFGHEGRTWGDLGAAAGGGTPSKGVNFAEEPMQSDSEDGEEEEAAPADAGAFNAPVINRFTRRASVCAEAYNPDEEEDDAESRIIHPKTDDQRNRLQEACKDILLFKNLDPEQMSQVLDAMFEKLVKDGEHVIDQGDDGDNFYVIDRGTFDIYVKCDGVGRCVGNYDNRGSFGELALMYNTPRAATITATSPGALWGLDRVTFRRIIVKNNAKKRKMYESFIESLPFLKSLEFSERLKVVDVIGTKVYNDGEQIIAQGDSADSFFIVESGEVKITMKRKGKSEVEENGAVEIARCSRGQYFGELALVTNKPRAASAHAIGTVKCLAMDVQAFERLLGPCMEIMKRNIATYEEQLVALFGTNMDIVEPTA
AddAB inh: less growth of phage-infected E. coli with AddAB. E. coli expressing H. pylori AddAB, absorbance growth. inhibition, % at 11.9 µM. actives 0.29% (n = 330,000). AID 435030; in the data active means inhibition above about 12%;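 further: 0% = vehicle wells of infected cells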
The depositor's hits bear a star; . = no result given.

SMILES	PKA-R1A activ	phage Ecoli inh	Mot1-301 SUMO	HTR5A inv ctr	DAGLB inh	E coli growth	CDK5 inh	Tat transport	HTR5A ag ctr	PKA-R2B act	AddAB inh
O=C(CN1C(=O)CC(c2ccccc2)S(=O)(=O)c2ccccc21)N1CCCCC1 (stereo not given)	-10	2.3	.	-2	-1	-0.6	-1.8	-2	1	-4	0.8
CCOC(=O)Nc1ccc(C(N)=O)cc1	0	-0.5	4	-8	-1	1.9	0.0	3	0	-1	1.8
O=C(N=Nc1c(O)[nH]c2ccccc12)c1cc(-c2ccc(F)cc2)n[nH]1	-2	2.3	-11	-16	-1	0.8	-4.8	4	4	-4	-0.2
O=C(CC(=O)Nc1cccc(Cl)c1Cl)Nc1cccc(Cl)c1Cl	0	-0.2	-8	1	-12	1.8	0.5	-1	0	2	-0.2
O=C(CN1CC[n+]2c(-c3cccs3)csc21)c1ccc(-c2ccccc2)cc1	2	1.1	36	-14	-4	0.2	0.8	-6	5	-9	-2.7
CCC(C)(C)C1CCC2(CC1)NC(=O)N(CC(=O)NCCCc1ccccc1)C2=O (stereo not given)	11	-0.8	1	6	0	0.5	-1.8	12	0	-5	1.4
Cc1ccc(S(=O)(=O)c2ccc(Oc3ccccc3)cc2)cc1	-3	4.7	348	-4	-10	-0.9	.	2	4	2	1.8
N#Cc1nc(COc2ccccc2)oc1N1CCCCC1	5	3.2	210	-1	-6	-1.2	-0.5	-1	0	-1	1.8
Fc1ccccc1-c1csc(-c2cccnc2)n1	2	5.5	-15	3	-13	0.9	0.1	-5	8	6	1.2
COc1ccc(C)cc1NC(=O)Nc1ccc(Br)cn1	-7	0.5	-11	4	-1	-1.4	-3.7	-13	-3	0	-1.9
O=S(=O)(c1cccs1)N1CN(C2CCCCC2)c2nc3ccccc3nc21	-6	5.6	-17	-8	0	2.3	1.8	-2	-1	-3	-0.3
CCN(CC)CCNC(=O)c1cn(C)c2ccc(S(=O)(=O)N(C)C3CCCCC3)cc2c1=O	-1	4.4	0	5	5	-2.6	0.5	-6	-2	4	2.6
CCn1c(CNC(=O)c2ccco2)nnc1SCC(=O)c1ccc(OC)cc1	-7	4.5	-15	-2	-3	-1.5	-0.2	-8	1	-7	2.4
COc1ccc(CN(C(=O)Cn2nnc3ccccc32)C(C(=O)NC(C)(C)C)c2ccco2)cc1 (stereo not given)	10	2.3	13	-13	-2	-2.6	1.1	2	4	-4	-1.5
O=C(CCN=C1NS(=O)(=O)c2ccccc21)Nc1ccc(F)cc1Cl	5	1.1	-5	-9	2	-0.2	-8.4	0	3	3	0.5
CC(C)c1csc(CN2CCC(N3CCC(C(=O)N4CCOCC4)CC3)CC2)n1	2	1.2	-3	-17	6	-0.3	-1.6	-6	2	11	2.1
CCCCn1c(N)c(N(CCC(C)C)C(=O)c2ccc(C)o2)c(=O)[nH]c1=O	-2	2.3	-7	12	-3	0.7	0.3	-7	-5	-1	0.2
C=CCc1cccc2cc(C(=O)NC3=C(C#N)CCC3)c(=O)oc12	-8	4.5	7	20	-1	-2.9	0.9	1	-8	-3	-3.5
Cc1cccc(NS(=O)(=O)c2cccc(C(=O)NCC(C)(C)N3CCOCC3)c2)c1	-5	1.6	30	4	-4	2.6	-0.9	-2	0	-10	1.8
CCC(C)(NC=O)C(=O)Nc1c(C)cccc1C (stereo not given)	-7	2.0	0	-1	-3	0.3	1.7	-5	6	-1	-0.1
[N-]=[N+]=NC[C@H](c1ccccc1)N1CCN(Cc2ccccc2)CCC1=O	-4	-1.6	4	-17	-2	-1.9	-0.2	4	1	-8	2.1
O=C1N/C(=N\N=C\c2ccco2)SC1Cc1ccccc1[N+](=O)[O-] (stereo not given)	1	-2.5	28	-24	4	-5.2	-0.1	-2	-8	-1	-2.0
Cc1ccc(C)c(CN2CCC(CNC(=O)Nc3ccc(C)c(C)c3)CC2)c1	-5	-0.7	-17	12	-4	0.6	-0.6	-5	-3	-2	1.2
CCCCNC(=O)c1cccnc1SCC(=O)Nc1ccccc1OC	-7	1.8	-1	22	0	0.9	0.7	13	0	-9	3.2
N#C/C(=C\c1cccc(OC(=O)c2cccs2)c1)C(N)=O	-3	1.4	31	5	-2	0.2	0.1	-12	0	2	0.9
O=C(CCN1C(=O)C2CCCCC2C1=O)Nc1ccc(F)c(F)c1F (stereo not given)	-2	0.5	-9	0	2	2.4	-2.7	-12	1	-2	3.0
CSCc1ccc(C(=O)OCc2nc3ccccc3s2)o1	0	0.5	46	-9	-6	-0.9	0.4	9	2	-15	-1.3
O=c1c2ccccc2c(C=NCCCN2CCOCC2)c(O)n1Cc1ccccc1	4	2.1	-21	30	1	1.6	1.0	-6	-3	-9	0.1
Cc1ccc(C2C(C#N)C(C#N)N3CCCN23)cc1 (stereo not given)	-10	0.5	-20	-2	1	0.5	-1.9	4	-2	-19	1.8
CC(C)Cn1cnc2c1c(=O)n(CC(O)c1ccccc1)c(=O)n2CC(C)C (stereo not given)	-6	-0.9	16	-28	0	1.0	-0.5	0	-1	0	3.2
O=C(O)c1cc(S(=O)(=O)Nc2cccc(Oc3ccccc3)c2)ccc1Br	12	-0.8	39	8	6	2.0	0.0	7	2	4	2.6
COc1ccccc1NC(=O)Cn1nnc(-c2ccccc2NC(=O)c2cnccn2)n1	-9	3.5	3	-10	0	-0.9	-1.1	-7	0	-4	3.8
Cc1ccc(S(=O)(=O)N/N=C\c2ccc(C)o2)cc1	-12	1.6	-5	-7	3	-1.1	-2.1	-6	3	-6	3.1
O=C(O)c1nccnc1C(=O)Nc1ccc(Oc2c(Cl)cccc2Cl)nc1	.	1.5	6	.	.	-0.8	-0.9	13	.	.	0.4
CC(C)(C)NCc1ccc(OCc2cccs2)cc1	-6	3.0	-15	-15	1	0.2	-0.6	0	-1	-5	5.5
Cc1cc(C)n(CCN(C)c2nc3nonc3nc2N2CCCCC2)n1	3	-1.9	-3	17	2	-1.1	0.3	-10	-7	5	-0.3
Cc1cc(C)n(CC(=O)N2CCCC(N3CCN(c4ccc(F)cc4)CC3)C2)n1 (stereo not given)	-11	2.6	-7	0	1	2.6	-0.5	6	0	-1	2.1
COc1cccc(C(=O)NCCSc2ccc(C)cc2)c1	9	3.9	2	-2	-10	-0.3	0.9	-9	1	17	1.7
O=C(CSCc1cc(=O)n2nc(C3CC3)sc2n1)Nc1ccc(F)cc1	-13	1.6	-15	3	1	0.4	1.5	7	1	-2	3.4
COc1cccc(/C(O)=C/c2nc3ccc(C(=O)NCCc4cccc(C)c4)cc3[nH]c2=O)c1	-17	0.3	3	17	1	0.5	0.4	-8	0	-11	3.9
CCCN1C(=O)C(NS(=O)(=O)c2ccc(N)cc2)(C(F)(F)F)C(C(=O)OC)=C1C (stereo not given)	-5	-0.7	10	10	1	-1.4	0.4	2	-4	-7	1.6
CSC1=C(C#N)C(c2ccc3c(c2)OCO3)C2=C(CCCC2=O)N1 (stereo not given)	0	4.5	-4	3	-1	-4.1	2.1	3	1	5	-0.1
O=c1c2ccccc2nc(COc2ccccc2)n1/N=C/c1ccc(O)cc1O	-10	1.9	-5	2	4	5.9	0.2	-1	-1	-8	6.2
O=C(O)c1ccccc1C(=O)Nc1ccc(Nc2ccc([N+](=O)[O-])cc2[N+](=O)[O-])cc1	1	-3.3	-10	10	21	-2.1	1.6	2	-3	-14	-2.3
COC(=O)c1ccccc1-c1ccc(/C=N/Nc2nc(N3CCCC3)nc(N3CCCC3)n2)o1	4	3.8	-7	12	-9	-1.1	0.1	7	-5	0	0.2
CC(=O)Nc1ccc(NC(=O)C(C)OC(=O)c2cccc(S(=O)(=O)N3CCCCC3)c2)cc1 (stereo not given)	-6	0.4	-5	-8	0	1.1	-0.4	-9	3	-1	0.2
O=C(Nc1cc2c(cc1Br)OCCO2)c1cccnc1	-3	2.9	-6	20	-1	0.1	1.4	-7	2	-3	0.4
Cc1cccc(OCCn2c(=O)oc3ccc(C)cc32)c1	6	0.6	-6	-10	-10	-2.0	-0.5	2	4	-3	-2.7
Cc1c(C(=O)N2CCOCC2)c(S(=O)(=O)Nc2ccccc2F)c(C)n1C	1	0.0	-2	-11	1	-0.5	1.3	4	3	3	4.2
Cc1ccc(S(=O)(=O)NCc2ccccc2)cc1C(=O)NC1CCCCC1	-8	3.3	27	-21	-1	1.5	0.9	9	9	1	0.4
O=C(c1cccs1)c1sccc1Cc1ccccc1	-13	4.6	.	4	-8	.	0.3	-1	-1	-3	.
Cc1sc(NC(=O)CSc2nc(N)cc(N)n2)c(C#N)c1C	2	2.2	319*	0	2	1.8	0.8	1	5	1	-0.3
CCOCCCNC(=O)c1cn(CC)c2ccc(S(=O)(=O)N3CCC(C)CC3)cc2c1=O	-6	2.3	-4	8	-1	-0.9	-0.2	1	-2	-7	-0.3
CN1CCc2c(sc(/N=C/c3ccco3)c2C(N)=O)C1	0	2.4	18	-17	-3	2.3	1.3	-6	4	-6	0.2
O=C1NC(c2cccc(Cl)c2)Nc2ccccc21 (stereo not given)	-2	6.1	6	-3	0	2.5	-2.5	-5	-4	3	5.3
CC(=O)c1ccc(-c2nc3c4ccccc4ccn3c2C(C)=O)o1	5	-0.1	-6	-20	-5	1.3	0.6	2	-2	-2	0.0
COC(=O)c1cc(Br)cn1S(=O)(=O)c1ccccc1	-1	2.5	4	-4	-5	0.7	0.9	2	1	-15	0.3
CCOc1ccc(C(C)NC(=O)CCC(=O)O)cc1 (stereo not given)	-2	1.3	-4	-3	-2	-0.4	0.0	-4	2	3	1.0
Cc1nn(Cc2cccc3ccccc23)c(C)c1NC(=O)c1cccnc1	-3	2.4	2	-4	-2	0.7	-0.6	9	1	2	3.8
Cn1c(Cc2cccs2)nnc1SCC(=O)N1CCc2ccccc21	3	1.6	-5	-12	-4	0.1	-2.7	-1	0	6	-0.7

Next part
SMILES	PKA-R1A activ	phage Ecoli inh	Mot1-301 SUMO	HTR5A inv ctr	DAGLB inh	E coli growth	CDK5 inh	Tat transport	HTR5A ag ctr	PKA-R2B act	AddAB inh
COc1cccc2cc(C(=O)N3CCN(c4ccccc4F)CC3)c(=O)oc12	-2	3.7	4	6	0	-1.2	-0.6	10	2	2	0.1
CCCOc1ccc(C(=O)NCC(c2cccs2)N(C)C)cc1 (stereo not given)	-3	3.5	-4	-10	-2	-0.6	-0.1	1	4	13	3.4
CCOc1ccccc1NC(=O)C1CCN(S(C)(=O)=O)CC1	5	2.6	-5	-12	1	-0.2	1.3	-3	1	0	0.3
O=[N+]([O-])c1ccc(Cl)c(/C=N/N2CCN(Cc3ccc(Cl)cc3)CC2)c1	1	1.9	13	3	-12	0.9	-3.4	7	-1	-3	4.1
Cc1cc(NS(=O)(=O)c2ccc(C3CCCCC3)cc2)no1	1	2.6	81	-15	7	0.1	-2.6	2	-2	6	2.5
CC(C)CCOc1ccc(C(=O)NCC(c2cccs2)N2CCOCC2)cc1 (stereo not given)	7	3.2	51	6	1	-0.6	0.8	-1	-1	4	0.2
